# Fam108B inh: Fam108B inhibition, counter-screen for RBBP9 inhibitors | hit rate 0.33% among 300,000 | inhibition, % at 9.51 µM | AID 1947 | recombinant Fam108B, FP-Rh probe fluorescence polarization;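 active means inhibition above the screen mean inhibition plus 3 SD, computed separately per campaign, cut at about 18% in these data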;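 further: inhibitors lower polarization as less probe binds the enzyme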
# Efflux pump inh: antifungal efflux pump inhibition, Nile Red retention. S. cerevisiae Candida pump triplex. hit rate 0.44% among 330,000. inhibition, % at 10 µM;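 active means plate passing quality check with inhibition over a set limit, or well fluorescence over plate mean plus 4 SD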;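 further: Nile Red retained in pooled yeast measured as flow cytometry median fluorescence; 0% = buffer negative control and 100% = Enniatin B positive control; higher means more Nile Red kept so more efflux inhibition; some compounds called inactive have numbers as strong as hits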
# PME-1 inh: blocks human protein phosphatase methylesterase 1. Q9Y570. recombinant PME-1, FP-Rh probe fluorescence polarization. inhibition, % at 5.9 µM. hit rate 0.53% among 320,000;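 active means inhibition above the campaign mean of all compounds plus 3 SD, cut at about 26% in these data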;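 further: competitive labeling of PME-1 active site by serine hydrolase directed probe; 0% = PME-1 with DMSO and 100% = wells lacking PME-1 enzyme; inhibitors block probe labeling so polarization falls and inhibition rises; many of its hits are not listed in these tables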
# VLA-4 inh: inhibition in a human VLA-4 binding assay; AID 2557; VLA-4 expressing cells, ligand binding flow cytometry; inhibition, % (about 7 µM as worked out from the volumes in the protocol); hit rate 0.2% among 330,000; in the data active means inhibition above about 50%
# Target sequence (P13612 whole entry, looked up): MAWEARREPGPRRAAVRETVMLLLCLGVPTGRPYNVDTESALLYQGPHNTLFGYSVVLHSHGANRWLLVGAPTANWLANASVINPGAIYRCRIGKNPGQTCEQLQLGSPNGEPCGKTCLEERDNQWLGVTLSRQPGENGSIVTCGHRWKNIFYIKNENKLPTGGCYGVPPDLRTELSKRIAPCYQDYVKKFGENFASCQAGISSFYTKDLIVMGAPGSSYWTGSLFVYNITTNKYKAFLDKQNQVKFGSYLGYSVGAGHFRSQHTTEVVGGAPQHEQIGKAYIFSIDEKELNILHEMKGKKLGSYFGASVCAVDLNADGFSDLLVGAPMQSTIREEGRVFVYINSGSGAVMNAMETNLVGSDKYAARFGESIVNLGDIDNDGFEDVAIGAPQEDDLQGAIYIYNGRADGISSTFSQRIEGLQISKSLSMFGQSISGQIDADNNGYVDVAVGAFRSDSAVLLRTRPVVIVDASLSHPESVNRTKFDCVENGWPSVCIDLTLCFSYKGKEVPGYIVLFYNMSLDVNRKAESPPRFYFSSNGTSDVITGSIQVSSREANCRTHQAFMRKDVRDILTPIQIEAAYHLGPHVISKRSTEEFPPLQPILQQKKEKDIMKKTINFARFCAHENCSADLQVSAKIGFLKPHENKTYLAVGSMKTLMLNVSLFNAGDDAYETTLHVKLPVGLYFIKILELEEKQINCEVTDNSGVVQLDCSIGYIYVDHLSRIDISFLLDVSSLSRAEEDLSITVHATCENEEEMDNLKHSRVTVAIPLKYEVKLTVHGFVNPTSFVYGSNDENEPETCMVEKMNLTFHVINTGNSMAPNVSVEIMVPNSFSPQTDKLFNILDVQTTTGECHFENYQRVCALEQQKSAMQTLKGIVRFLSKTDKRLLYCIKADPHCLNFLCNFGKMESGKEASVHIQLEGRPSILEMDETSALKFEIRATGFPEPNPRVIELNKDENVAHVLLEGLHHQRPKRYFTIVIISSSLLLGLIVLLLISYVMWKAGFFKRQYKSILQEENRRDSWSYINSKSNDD
# GLD-1 TGE inh: GLD-1-TGE RNA interaction inhibition (C. elegans) | Q17339 | purified GLD-1 + fluorescein TGE RNA, fluorescence polarization | inhibition, % at 5.96 µM | hit rate 0.44% among 320,000;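 active means percent inhibition above a per-plate cutoff, the plate mean of test compounds plus 3 SD, cut at about 30% in these data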;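 further: 0% = DMSO wells with GLD-1 and probe and 100% = wells lacking GLD-1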
# MCL1 BIM primary: disrupts human MCL1 binding to BIM-BH3 peptide; inhibition, % at 10.9 µM; hit rate 0.68% among 320,000; GST-MCL1 / FITC-Bim-BH3 fluorescence polarization;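 active means inhibition above the mean inhibition of all tested compounds plus 3 SD, set per campaign, cut at about 40% in these data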;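 further: 0% = DMSO wells and 100% = unlabeled Bim-BH3 peptide control; higher means more loss of mP so more displacement of Bim peptide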
# Bcl-xL primary: inhibitors of human Bcl-xL. GST-Bcl-xL / FITC-Bim BH3 peptide fluorescence polarization. AID 2129. Q07817. hit rate 0.7% among 320,000. inhibition, % at 10.9 µM;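 active means inhibition above the mean of all tested compounds plus 3 SD, cutoff set per campaign, cut at about 30% in these data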;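 further: 0% = DMSO wells and 100% = unlabeled Bim-BH3 peptide competitor; inhibitors lower millipolarization by displacing the labeled peptide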
# GRK2 inh: human GRK2 inhibition via aptamer displacement; inhibition of aptamer binding, % at 10 µM; bead flow cytometry, FAM-aptamer displacement from GRK2; P25098; hit rate 0.59% among 330,000;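 active means inhibition of aptamer binding above 40%, roughly 3 SD of noise, on plates passing a quality check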;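 further: median bead fluorescence of bound FAM aptamer so fluorescent compounds give negative values; no value below 0 was filed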
# MEX-5 binding: C. elegans MEX-5 TCR-2 RNA binding activity. activity score (negative = inhibition of binding), % at 10 µM. MEX-5/FITC-TCR2 RNA binding, fluorescence polarization; active compounds read low. hit rate 0.38% among 300,000. Q9XUB2;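 active means inhibition past about -25% in most replicates, and total fluorescence under double the plate's negative control median, limit read from the data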;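 further: 0% = DMSO and -100% = 5 µM competing unlabeled TCR2 RNA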
# * = called active by the depositor; · = not tested or not shown. These rows are one share of the data; the hit share may differ from the screen's.
SMILES,Fam108B inh,Efflux pump inh,PME-1 inh,VLA-4 inh,GLD-1 TGE inh,MCL1 BIM primary,Bcl-xL primary,GRK2 inh,MEX-5 binding
COc1ccc2c(c1)nc(SCC(=O)C(C)(C)C)n2C,4,0.0,2,7,7,-5,-5,0,-3.6
O=C1/C(=C/c2cccc([N+](=O)[O-])c2)CSc2ccc(Cl)cc21,-3,-0.1,3,9,5,0,3,1,-1.3
COc1ccc(CNC(=O)CSc2cccc3cccnc23)cc1,2,-0.1,-5,7,-3,7,1,0,1.4
COc1ccc(CCN(C)C(=O)c2ccc(S(=O)(=O)Nc3ccccc3C)cc2)cc1OC,-3,0.8,8,-6,4,7,7,3,0.1
O=C(O)/C(=C\c1ccc(Br)cc1)c1ccc(S(=O)(=O)N2CCCCC2)s1,-3,-0.2,-4,-7,1,8,10,3,0.6
Cc1nn(C)c(C)c1S(=O)(=O)Nc1ccc2c(c1)OCO2,4,0.1,3,-4,12,17,14,0,-0.5
COC(=O)Cc1cc(=O)oc2c(C)c(O)ccc12,3,-0.2,-2,-23,3,2,5,0,-1.8
CSc1nc2nc3c(cc2c(=O)n1-c1ccccc1C)CCCC3,0,-0.1,5,-1,8,-3,1,0,0.3
COc1ccc(-c2cc(C(=O)NC(Cc3c[nH]c4ccccc34)C(=O)O)c(C)o2)cc1OC (stereo not drawn),-2,0.9,-2,-8,8,5,6,1,-3.5
O=C(CN1CCN(C2CCCCC2)CC1)Nc1cccc2ccccc12,3,0.1,0,10,3,1,5,0,2.7
O=C(NC1CCCCC1)C1CCC(CNS(=O)(=O)c2cccc3nsnc23)CC1 (stereo not drawn),2,0.0,-5,-1,3,4,1,3,2.2
COC(=O)COn1c(SCC(=O)OC)nc2ccccc2c1=O,1,0.1,-14,2,7,4,1,0,-0.1
CCNc1nc(NCC)n2c(SCC(=O)Nc3c(C)cccc3C)nnc2n1,5,-0.1,2,3,9,4,2,6,0.4
COc1cc(CNCc2ccccn2)ccc1OCc1c(Cl)cccc1Cl,0,0.1,6,-4,1,-4,-5,0,7.8
Cn1nc(C(=O)OCC(=O)Nc2ccc(F)cc2Cl)c2ccccc2c1=O,·,0.0,·,-1,-2,·,·,1,·
CCC(C)(C)n1nnnc1C(c1ccccn1)N1CCOCC1 (stereo not drawn),-2,-0.2,1,6,6,11,7,2,-0.8
CC(C)CC(CO)N1CCN(C(=O)c2ccc(C(C)(C)C)cc2)CCC1=O (stereo not drawn),-3,0.0,0,27,0,-1,3,2,·
O=C(CCC(=O)OCCCC(F)(F)C(F)(F)F)Nc1ccc(Cl)cc1Cl,-1,0.2,-6,2,5,1,-2,5,-0.3
COc1ccccc1Nc1nc(-c2cccnc2)cs1,1,-0.1,17,24,-1,5,11,0,1.8
Cc1cccc(-c2nc3ccccc3c(=O)[nH]2)c1,-6,0.0,2,6,-12,-2,-5,0,1.1
Brc1csc(/C=N/Nc2nc3ccccc3s2)c1,32*,-1.2,31*,2,-3,8,3,1,-0.5
CCC1=NN2C(=N)/C(=C\c3cccn3-c3ccc(Cl)cc3)C(=O)N=C2S1,-2,0.1,-3,-1,1,-3,2,0,5.9
CCN(CC)P(=O)(c1ccccc1)c1c(C)nc2ccccn12 (stereo not drawn),1,0.0,2,3,4,4,6,1,-2.8
O=C(CSc1nncn1-c1cccnc1)Nc1ccccc1[N+](=O)[O-],2,-0.2,-1,2,-3,-4,2,0,-0.2
CCCCCC1=CCC/C1=N\NC(=O)c1ccc2c(c1)OCO2,0,-0.1,1,11,-2,-3,0,2,-5.3

# Later entries
SMILES,Fam108B inh,Efflux pump inh,PME-1 inh,VLA-4 inh,GLD-1 TGE inh,MCL1 BIM primary,Bcl-xL primary,GRK2 inh,MEX-5 binding
Cc1ccc(CNC(=O)CN2C(=O)COc3ccc(C)cc32)cc1,2,0.2,-2,8,-10,-2,-1,0,-1.6
O=C(c1ccc(-c2ccccc2Cl)s1)N1CCOCC1,-3,0.1,1,-10,1,2,1,0,-0.1
COc1ccccc1CNCC(O)(c1ccc(Cl)cc1)c1ccc(Cl)cc1,-4,0.1,3,12,-2,10,2,4,1.0
CSc1ccccc1C(=O)C1CCCN(Cc2cnn(-c3ccccc3)c2)C1 (stereo not drawn),-3,-0.2,6,4,1,0,3,2,0.6
CC(C)CC(=O)NC(Nc1ccccc1F)C(Cl)(Cl)Cl (stereo not drawn),2,-0.1,2,11,-4,2,7,2,0.3
CC(C)(C)NS(=O)(=O)c1ccc(NC(=O)C2CCCCC2)cc1,1,0.2,-2,9,1,3,8,3,2.9
CCOC(=O)c1ccc(NC(=O)COc2ccccc2CNC2CCCC2)cc1,3,0.1,6,19,3,-2,4,0,2.0
Cc1nn(-c2nc3ccccc3s2)c(C)c1Oc1ccccc1O,-6,0.0,-18,-14,3,2,1,0,0.2
COc1ccccc1Nc1nnc(SCC(=O)NC2CCCC2)s1,·,-0.1,-2,-9,0,7,-5,0,·
CC1=C(C(=O)OC(C)C)C(c2ccc(Cl)cc2)n2c(s/c(=C\c3ccc(OCC(=O)O)cc3)c2=O)=N1 (stereo not drawn),·,-0.2,·,-6,·,·,·,0,1.1
C=CCN(CC=C)CCOc1ccc(C)cc1[N+](=O)[O-],-1,0.0,4,0,-2,9,1,0,-1.3
O=C(NC1CCCC1)c1ccc(CN2CCOCC2)cc1,-2,-0.1,-3,13,-1,4,6,0,0.9
C=CCn1c(Sc2ncc([N+](=O)[O-])s2)n[nH]c1=O,3,0.1,-1,34,2,-1,-4,1,-4.8
CCc1ccc(N2CC(C(=O)N/N=C/c3ccccc3)CC2=O)cc1 (stereo not drawn),-4,-0.2,3,3,6,-1,6,2,-1.3
O=C(CSc1ccc2nnc(CCNC(=O)c3ccccc3)n2n1)NCCc1ccccc1,-1,-0.3,4,3,1,-5,2,5,-1.6
O=C(NCc1ccncc1)c1ccc(NS(=O)(=O)c2ccccc2)cc1,7,-0.1,-2,-2,9,9,5,2,2.6
COc1ccc(C(C)(C)C)cc1NC(=O)c1c(C)noc1C,3,-0.2,0,-1,0,11,4,0,-1.4
CCC(C)(C)C(=O)Nc1cc([N+](=O)[O-])ccc1Cl,1,0.0,2,8,1,5,1,0,0.5
Cc1ccc(O)c(NC(=O)c2cc(-c3ccccc3Cl)on2)c1,4,-0.2,4,0,-6,11,4,·,0.2
Cn1c2ccccc2c(=O)c2ccc(C#Cc3ccc(N)cc3)cc21,13,0.1,16,-32,-23,-40,-20,0,3.2
O=C(CCCN1C(=O)c2ccccc2C1=O)Nc1sc2c(c1C(=O)NCc1ccco1)CCC2,1,0.2,-3,-9,9,5,-2,0,2.1
O=C(CCCCCn1c(SCc2ccncc2)nc2ccccc2c1=O)NCc1ccco1,5,-0.1,12,2,8,14,11,14,3.3
CCC(CC)=NNc1cccc([N+](=O)[O-])c1,-2,0.7,-7,9,5,4,5,5,2.0
COc1cc(C(=O)OC2CSCC2NC(=O)c2ccccc2)cc(OC)c1OC (stereo not drawn),-3,-0.2,6,-3,1,-2,-12,5,0.2
COc1ccc2cc(C(=O)Nc3ccc(O)cc3)sc(=O)c2c1OC,6,0.0,12,27,1,-1,8,0,0.7

# Structural class: the compounds so far containing a nitro group on carbon (six)
SMILES,Fam108B inh,Efflux pump inh,PME-1 inh,VLA-4 inh,GLD-1 TGE inh,MCL1 BIM primary,Bcl-xL primary,GRK2 inh,MEX-5 binding
O=C1/C(=C/c2cccc([N+](=O)[O-])c2)CSc2ccc(Cl)cc21,-3,-0.1,3,9,5,0,3,1,-1.3
O=C(CSc1nncn1-c1cccnc1)Nc1ccccc1[N+](=O)[O-],2,-0.2,-1,2,-3,-4,2,0,-0.2
C=CCN(CC=C)CCOc1ccc(C)cc1[N+](=O)[O-],-1,0.0,4,0,-2,9,1,0,-1.3
C=CCn1c(Sc2ncc([N+](=O)[O-])s2)n[nH]c1=O,3,0.1,-1,34,2,-1,-4,1,-4.8
CCC(C)(C)C(=O)Nc1cc([N+](=O)[O-])ccc1Cl,1,0.0,2,8,1,5,1,0,0.5
CCC(CC)=NNc1cccc([N+](=O)[O-])c1,-2,0.7,-7,9,5,4,5,5,2.0

# The results go on:
SMILES,Fam108B inh,Efflux pump inh,PME-1 inh,VLA-4 inh,GLD-1 TGE inh,MCL1 BIM primary,Bcl-xL primary,GRK2 inh,MEX-5 binding
N#Cc1nc(-c2ccc(F)cc2)oc1N1CCCCC1,3,0.0,2,-8,6,2,4,0,0.5
COc1ccccc1CNC(=O)/C=C/c1ccc(S(=O)(=O)NCc2ccco2)cc1,4,0.0,3,9,5,-5,-3,62*,1.7
S=C(NCc1cccc(Cl)c1)NC1CCCCC1,-6,0.9,-7,-7,8,-6,-2,0,1.2
O=C(NCc1ccccn1)c1cccn1-c1ncc(C(F)(F)F)cc1Cl,-1,-0.1,4,9,-1,-3,0,0,2.3
O=C(CN1CCN(S(=O)(=O)c2ccccc2)CC1)N1CCCCC1,·,0.1,-1,0,4,0,-2,2,·
COC(=O)C1CCN(CC(=O)Nc2ccc3c(c2)OCCO3)CC1,·,-0.1,·,20,2,·,·,3,·
Cc1ccc(/C=C/c2nnc(-c3cccs3)o2)cc1,3,-0.2,-38,12,2,0,0,0,0.7
COc1ccc(/C=N\NC(=O)c2cc(OCC(F)(F)F)ccc2OCC(F)(F)F)cc1,-6,0.0,2,8,-8,-2,1,2,1.8
CSc1ccccc1C(=O)N(CC1CCCO1)c1c(N)n(Cc2ccccc2)c(=O)[nH]c1=O (stereo not drawn),-3,-0.1,-1,9,-1,-6,0,0,-0.3
Cc1ccc(NC(=O)c2cc(-c3ccccc3)nn2-c2ccccc2)cc1,-10,3.3,-17,10,-6,-3,2,3,-2.8
COc1cccc(NC(=O)CN2C(=O)c3cccnc3Oc3ccc(Cl)cc32)c1,-6,0.0,-5,-34,0,-3,-2,0,8.4
CN1C2CCC1CC(NC(=O)c1ccc(Cl)cc1)C2 (stereo not drawn),-1,0.2,-3,4,1,7,3,0,-0.7

# Entries above with fluorine (6):
SMILES,Fam108B inh,Efflux pump inh,PME-1 inh,VLA-4 inh,GLD-1 TGE inh,MCL1 BIM primary,Bcl-xL primary,GRK2 inh,MEX-5 binding
Cn1nc(C(=O)OCC(=O)Nc2ccc(F)cc2Cl)c2ccccc2c1=O,·,0.0,·,-1,-2,·,·,1,·
O=C(CCC(=O)OCCCC(F)(F)C(F)(F)F)Nc1ccc(Cl)cc1Cl,-1,0.2,-6,2,5,1,-2,5,-0.3
CC(C)CC(=O)NC(Nc1ccccc1F)C(Cl)(Cl)Cl (stereo not drawn),2,-0.1,2,11,-4,2,7,2,0.3
N#Cc1nc(-c2ccc(F)cc2)oc1N1CCCCC1,3,0.0,2,-8,6,2,4,0,0.5
O=C(NCc1ccccn1)c1cccn1-c1ncc(C(F)(F)F)cc1Cl,-1,-0.1,4,9,-1,-3,0,0,2.3
COc1ccc(/C=N\NC(=O)c2cc(OCC(F)(F)F)ccc2OCC(F)(F)F)cc1,-6,0.0,2,8,-8,-2,1,2,1.8

# From PubChem BioAssay
